Fam108B inh – mouse Fam108B serine hydrolase inhibitors, primary screen, counter-screen for RBBP9 inhibitor project, biochemical, fluorescence polarization | recombinant Fam108B, FP-Rh probe fluorescence polarization | inhibition, % at 9.51 µM | 300,000 compounds, 0.33% hits | AID 1947, 2009;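 active means inhibition above the screen mean inhibition plus 3 SD, computed separately per campaign, cut at about 18% in these data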;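 further: inhibitors lower polarization as less probe binds the enzyme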
GSTO1 counter – inhibitors of recombinant GSTO1, primary screen, counter-screen for RBBP9 inhibitor project, biochemical, fluorescence polarization | Glutathione S-transferase omega-1 (Homo sapiens), P78417 | activity-based probe fluorescence polarization | inhibition, % at 5.96 µM | 300,000 compounds, 1.1% hits;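 active means inhibition above the campaign mean inhibition plus 3 SD, cut at about 35% in these data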;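 further: 0% = GSTO1-1 with DMSO and 100% = wells lacking GSTO1-1 enzyme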
PAD4 FP inh – human PAD4 inhibitors, primary screen, biochemical, fluorescence polarization, 1536-well format | recombinant PAD4, RCA probe fluorescence polarization | inhibition, % at 6.36 µM | 330,000 compounds, 0.41% hits | AID 485272, 2010;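 active means percent inhibition above a cutoff equal to the mean of all tested compounds plus 3 SD, cut at about 15% in these data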;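 further: 0% = PAD4 with RCA probe and DMSO and 100% = probe without PAD4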
LYPLA1 counter – LYPLA1 inhibitors, primary screen, counter-screen for PME1 inhibitor project, biochemical, fluorescence polarization, FP-Rh probe ABPP | 320,000 compounds, 0.16% hits | recombinant LYPLA1 | AID 2174, 2009 | inhibition, % at 5.9 µM | Acyl-protein thioesterase 1 (Homo sapiens), O75608;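 active means inhibition above the mean of all tested compounds plus 3 SD, set per campaign, cut at about 14% in these data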;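 further: inhibitors block serine hydrolase probe labeling of LYPLA1 so polarization falls; 0% = enzyme with DMSO and 100% = wells lacking LYPLA1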
PME-1 primary – PME-1 inhibitors via competitive probe labeling, primary screen, biochemical, fluorescence polarization, FP-Rh probe, HTS | AID 2130, 2009 | recombinant PME-1 | 320,000 compounds, 0.53% hits | inhibition, % at 5.9 µM | Protein phosphatase methylesterase 1 (Homo sapiens), Q9Y570;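 active means inhibition above the campaign mean of all compounds plus 3 SD, cut at about 26% in these data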;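 further: competitive labeling of PME-1 active site by serine hydrolase directed probe; 0% = PME-1 with DMSO and 100% = wells lacking PME-1 enzyme; inhibitors block probe labeling so polarization falls and inhibition rises; many of its hits are not listed in these tables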
Target sequence (Q9Y570 whole entry, looked up): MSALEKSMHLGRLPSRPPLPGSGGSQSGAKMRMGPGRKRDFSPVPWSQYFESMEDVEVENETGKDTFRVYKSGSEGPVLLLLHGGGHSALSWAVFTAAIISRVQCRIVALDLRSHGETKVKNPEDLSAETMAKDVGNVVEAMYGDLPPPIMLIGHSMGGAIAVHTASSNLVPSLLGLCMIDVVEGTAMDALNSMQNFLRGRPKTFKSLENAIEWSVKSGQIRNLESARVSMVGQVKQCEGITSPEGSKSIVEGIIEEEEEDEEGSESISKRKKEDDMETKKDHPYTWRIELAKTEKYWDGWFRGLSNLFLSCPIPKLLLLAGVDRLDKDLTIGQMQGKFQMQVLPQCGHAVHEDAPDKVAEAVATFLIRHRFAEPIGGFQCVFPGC
PAFAH1B3 FP inh – PAFAH1B3 enzyme inhibitors, primary screen, biochemical, fluorescence polarization, human; Platelet-activating factor acetylhydrolase IB subunit alpha1 (Homo sapiens), Q15102; recombinant PAFAH1B3, FP-rhodamine probe; inhibition, % at 3.39 µM; 340,000 compounds, 0.28% hits; AID 492972, 2010;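 active means inhibition above the screen-wide average of all tested compounds plus 3 SD, cut at about 25% in these data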;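 further: 0% = enzyme with DMSO only and 100% = wells lacking PAFAH1B3 protein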
pPAFAH FP inh – pPAFAH enzyme inhibitors, primary screen, biochemical, fluorescence polarization, human; Platelet-activating factor acetylhydrolase (Homo sapiens), Q13093; 330,000 compounds, 1.5% hits; recombinant pPAFAH, FP-rhodamine probe fluorescence polarization; AID 463082, 2010; inhibition, % at 3.39 µM;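 active means inhibition above the mean inhibition across the screen plus 3 SD, cut at about 25% in these data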;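 further: inhibitors block binding of the rhodamine activity-based probe so polarization drops; 0% = enzyme with DMSO and 100% = wells lacking pPAFAH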
Target sequence (Q13093 whole entry, looked up): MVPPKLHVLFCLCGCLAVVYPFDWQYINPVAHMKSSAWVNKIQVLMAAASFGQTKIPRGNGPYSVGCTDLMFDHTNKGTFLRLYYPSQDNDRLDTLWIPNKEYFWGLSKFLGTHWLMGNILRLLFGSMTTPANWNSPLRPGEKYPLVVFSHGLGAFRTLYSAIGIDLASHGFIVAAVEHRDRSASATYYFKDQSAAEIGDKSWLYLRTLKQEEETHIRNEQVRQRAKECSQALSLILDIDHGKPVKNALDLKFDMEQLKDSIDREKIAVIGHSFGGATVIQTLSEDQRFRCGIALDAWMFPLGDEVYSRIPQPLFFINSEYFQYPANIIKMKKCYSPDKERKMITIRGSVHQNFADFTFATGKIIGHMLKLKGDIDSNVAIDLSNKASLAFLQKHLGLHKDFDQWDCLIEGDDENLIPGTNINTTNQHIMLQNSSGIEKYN
PAFAH2 inh – PAFAH2 enzyme inhibitors, primary screen, biochemical, fluorescence polarization, human; recombinant PAFAH2, FP-rhodamine activity probe; 340,000 compounds, 0.99% hits; Platelet-activating factor acetylhydrolase 2, cytoplasmic (Homo sapiens), Q99487; inhibition, % at 3.39 µM;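 active means inhibition above the mean over all tested compounds plus 3 SD, cut at about 30% in these data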;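 further: inhibitors block probe labeling of enzyme so polarization drops; 0% = enzyme with DMSO and 100% = wells lacking PAFAH2 protein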
PAFAH1B2 inh – PAFAH1B2 enzyme inhibitors, primary screen, biochemical, fluorescence polarization, human; Platelet-activating factor acetylhydrolase IB subunit alpha2 (Homo sapiens), P68402; recombinant PAFAH1B2, FP-rhodamine activity probe; inhibition, % at 3.39 µM; 340,000 compounds, 1.2% hits;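 active means inhibition above the mean of all tested compounds plus 3 SD, cut at about 24% in these data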;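 further: 0% = enzyme with DMSO and 100% = wells lacking PAFAH1B2; many of its hits are not listed in these tables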
Target sequence (P68402 whole entry, looked up): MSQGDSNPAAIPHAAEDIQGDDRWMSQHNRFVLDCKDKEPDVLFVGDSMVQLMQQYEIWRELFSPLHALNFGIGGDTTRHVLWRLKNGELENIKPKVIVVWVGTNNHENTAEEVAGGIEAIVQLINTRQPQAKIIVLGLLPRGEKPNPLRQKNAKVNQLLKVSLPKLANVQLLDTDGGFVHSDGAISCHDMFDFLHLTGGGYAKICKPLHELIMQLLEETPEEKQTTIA
Active calls of the source: *; x = not tested or not shown. An excerpt; count on the stated rates, not on these rows.

Molecule	PAD4 FP inh	PAFAH1B3 FP inh	GSTO1 counter	PAFAH2 inh	pPAFAH FP inh	PAFAH1B2 inh	PME-1 primary	LYPLA1 counter	Fam108B inh
COCCn1c(=O)[nH]c2cc(C(=O)Nc3cccc(F)c3)ccc2c1=O	1	9	9	-6	2	6	-10	-8	0
CC(C)(C)OC(=O)N1CCC[C@H]1C(=O)Nc1ccc(S(=O)(=O)C(F)F)cc1	2	4	-5	4	-9	5	1	1	-2
CN(CCCC(=O)O)S(=O)(=O)c1ccc2c(c1)C(=O)c1cc(S(=O)(=O)N(C)CCCC(=O)O)ccc1-2	-2	0	9	1	3	3	-4	3	2
COC(=O)Oc1ccc(/C=N/NS(=O)(=O)c2ccccc2)cc1OC	-2	1	3	-2	-1	0	1	0	0
Cc1c(Cl)cccc1NC(=O)c1ccccc1-c1ccccc1C(=O)O	5	-3	7	1	1	2	-4	-1	1
COc1ccc(NC(=O)CSc2nccn2Cc2ccc(F)cc2)cc1	3	5	3	4	1	10	0	1	-3
O=C(Nc1nc2c(F)cc(F)cc2s1)C1CCN(C(=O)c2ccc(F)cc2)CC1	-2	0	-3	-1	6	-2	-16	1	3
COc1ccc(Br)cc1CNC(=O)CCC(=O)n1nc(C)c2ccccc21	-2	5	5	1	8	-3	2	-1	3
NC(=O)CSc1nc2scc(-c3ccco3)c2c(=O)n1-c1ccccc1	-8	3	5	3	28*	5	-11	-2	-1
O=C1N=C(N2CCN(c3ccccc3)CC2)S/C1=C\c1ccco1	-4	9	8	-3	18	2	3	-1	-1
Fc1ccccc1NC(=S)N1CCN(Cc2ccccc2)CC1	-2	4	-9	1	32*	0	5	-4	4
CC1CC(C)CN(c2oc(-c3ccco3)nc2C#N)C1 (centres undefined)	3	10	5	5	6	0	0	6	4
CC(=O)NCCC(=O)Nc1cc(S(=O)(=O)N2CCOCC2)ccc1N1CCCC1	5	6	0	2	2	6	2	-2	-2
CN1CCc2c(sc3c2C(=O)NC(c2ccccn2)N3)C1 (centres undefined)	5	8	6	2	6	4	-7	2	-5
Cn1ccnc1SCC(=O)c1ccc(Cl)cc1	4	8	7	7	3	2	-2	5	1
C#CC[N+]1(CC#Cc2ccc(C)cc2)CCCCC1	0	5	5	-8	0	4	-5	-3	2
CCNS(=O)(=O)c1ccc(S(=O)(=O)N(Cc2ccccn2)C2CCCCC2)cc1	-4	2	-4	0	0	24	-3	0	4
Cc1ccc(C)c(NC(=S)N(CCc2ccncc2)C(C)C)c1	2	1	12	-4	-1	0	-1	-2	1
O=C(/C=C/c1ccccc1)N1CCN(CCN2C(=O)c3cccc4cccc(c34)C2=O)CC1	-2	12	-1	3	0	3	-3	37*	-3
O=C(c1cccc(Br)c1)N1CCN(c2cnn(-c3ccccc3)c(=O)c2Cl)CC1	-3	5	10	10	0	4	4	6	2
Cc1ccc(Cn2cccc2/C=C2/C(=N)N3C=CSC3=NC2=O)cc1	-6	4	1	1	4	3	-4	-3	0
CCOc1ccc(OCC(=O)Nc2ccccc2C(F)(F)F)cc1	-8	10	-4	5	4	3	4	3	-5
COCCCN(C(=S)Nc1cc(Cl)cc(Cl)c1)C(C)c1ccncc1 (centres undefined)	-3	11	0	-10	3	7	0	-1	-6
COc1ccc(C2=NOC(C(=O)NCc3cccnc3)C2)cc1 (centres undefined)	0	8	-5	-5	3	1	-4	-1	4
COc1cccc2c1SCc1ccccc1C2CC(N)=O (centres undefined)	1	10	7	0	1	3	2	-1	-2
O=C(NCCc1ccc(Cl)cc1)c1ccc(Br)s1	-1	12	-3	1	0	5	1	-4	2
COc1ccc(N(CC(=O)NCc2ccccc2C)S(=O)(=O)c2ccccc2[N+](=O)[O-])c(OC)c1	1	-5	-1	17	5	5	-2	-2	-7
COc1ccccc1OCCNC(=O)c1cccs1	-2	2	-1	-5	-2	3	-3	-2	6
Cn1c(=O)n(C)c2cc(/C=C(/C#N)C(=O)NCc3ccco3)ccc21	1	9	0	-26	-1	-3	4	0	2
O=C(Nc1ccnn1C1CCN(C(=O)c2ccc(C(F)(F)F)cc2)CC1)C1CC1	-4	7	-3	-8	-1	1	-1	-4	3
CCCCN1CCNC[C@@H]1Cc1ccccc1	2	7	11	3	-2	6	-4	1	-1
CCN(Cc1ccccc1)C(c1ccc(C)cc1)c1nnnn1C(C)(C)CC (centres undefined)	0	3	8	3	1	1	0	1	0
CCCc1cc(N2CCCC(C(=O)NCC)C2)n2ncnc2n1 (centres undefined)	1	0	12	-2	-2	5	-2	3	-1
COCC(C)N=C1NN=C(c2cccs2)C(CC(=O)O)S1 (centres undefined)	-8	-2	18	9	-1	3	-1	-1	0
CC(C)CCN(C(=O)c1ccncc1)c1c(N)n(Cc2ccccc2)c(=O)[nH]c1=O	-1	4	x	2	2	5	0	-3	x
CC(C)NC(=O)[C@H](CSCc1ccccc1)N1Cc2ccccc2C1=O	1	9	7	-2	4	6	1	0	3
Cc1ccn2c(=O)nc(SCC(=O)c3ccccc3)nc2c1	-3	2	0	12	23	-2	-3	-2	0
CSc1ncccc1C(=O)N(C)CC(=O)Nc1ccc(Cl)cc1	-2	5	-5	-16	5	-2	-3	4	-1
FCCCOc1ccc(-c2ccnc3ncnn23)cc1	-4	8	9	0	8	11	-6	-3	-2
CC1CCN(C(=O)COC(=O)Cn2cnc3c2c(=O)n(C)c(=O)n3C)CC1	4	7	6	-3	3	4	4	-2	0
COC(=O)C1CCN(C(=O)NC(C)(C)C)CC1	-4	11	-2	-6	0	4	-1	0	-2
CC(C)c1cc(=O)[nH]c(SCC(=O)NC2CCCC2)n1	5	8	2	-1	0	5	7	2	4
C[C@@H]1C(c2cccc(Cl)c2)=NN(c2ccc(Br)cc2)[C@H]1C(=O)N1CCOC1=O	1	6	x	-2	10	3	x	x	x
COn1c(=O)c(=O)n(O)c2ccccc21	3	-2	8	2	-3	7	1	5	0
O=C(Nn1c(SCc2ccc(F)cc2)nc2ccsc2c1=O)c1ccccc1	3	-4	-14	0	-1	7	-7	-4	-5
CCC(CC)c1nnc(NC(=O)COc2ccc3c(c2)OCO3)s1	-1	12	1	5	8	-1	3	4	-3
Cc1cc(C)cc(N(C(C)C(=O)NC2CCCC2)S(C)(=O)=O)c1 (centres undefined)	-2	5	10	-5	-1	2	3	0	4
O=C(NCCc1cccc(Cl)c1)c1ccc(Cl)c([N+](=O)[O-])c1	0	-3	14	12	6	-1	4	-4	-3
Cc1ccc(C)c(Cn2nnc3c(=O)[nH]c(C(=O)NCc4ccco4)nc32)c1	1	4	1	20	12	7	0	-7	-2
CN1CCN(c2nnc(-c3ccc(F)cc3)c3ccccc23)CC1	-4	5	5	11	8	5	0	6	4
O=C(c1ccco1)N1CCN(C(c2ccccc2F)c2nnnn2CC2CCCO2)CC1 (centres undefined)	0	-4	-4	-2	-1	-1	5	0	-1
COc1ccc([C@H]2/C=C\CN(C(=O)CC(C)(C)C)[C@@H](C)C(=O)N2Cc2ccc(F)cc2)cc1	4	4	6	-7	0	1	-2	-4	-1
CC(C)c1ccc(NC(=O)CCNS(=O)(=O)c2cccc3nsnc23)cc1	-4	1	-1	-2	0	11	4	-1	3
COc1cc2oc3ccccc3c(=O)c2cc1OC	7	10	5	3	-6	10	1	1	1
COc1ccc(-n2cc(CNCCc3ncc(C)[nH]3)c(-c3ccccc3Cl)n2)cc1	-4	x	2	x	2	x	-2	-1	5
Cn1c(=O)n(-c2ccc(Cl)cc2)c(=O)c2c3c(sc21)COC(C)(C)C3	-2	5	5	2	7	3	5	-2	-1
COC(=O)c1ccc(OC(=O)C2CSC3(C)CCC(=O)N23)cc1 (centres undefined)	-6	4	5	4	1	3	-2	1	5
CCOc1ccc(CCNC(=O)COC(=O)CNC(=O)c2ccc(Br)o2)cc1OCC	0	-1	0	6	4	4	-3	0	-1
CCCCn1c(N)c(N(CC(C)C)C(=O)c2cccs2)c(=O)[nH]c1=O	0	-3	2	6	1	3	-2	0	-2
O=C(C1CC(c2ccccc2O)=NO1)N1CCc2ccccc2C1 (centres undefined)	3	4	9	8	9	2	5	-4	5

Remaining list, next part.
Molecule	PAD4 FP inh	PAFAH1B3 FP inh	GSTO1 counter	PAFAH2 inh	pPAFAH FP inh	PAFAH1B2 inh	PME-1 primary	LYPLA1 counter	Fam108B inh
CN(Cc1nc(-c2cnccn2)no1)Cc1cccc2ccccc12	5	4	-8	4	1	4	-2	5	10
O=C(Nc1cccc(NC(=O)c2ccccc2[N+](=O)[O-])n1)c1ccccc1[N+](=O)[O-]	-3	2	-2	-2	12	-3	0	-8	2
C/C(=N\N(c1ccccc1)c1ccccc1)c1ccc(N)cc1	1	6	8	3	3	8	2	1	4
Cc1cc(C)n(CCNC(=O)CC2C(=O)NCCN2Cc2ccc(C)o2)n1 (centres undefined)	0	0	1	3	-2	4	7	-1	-1
Cc1ccc(C(=O)N/N=C2\CCc3ccccc32)c(C)c1	7	4	-2	1	4	4	3	-2	4
COc1ccc(O)cc1	-2	2	x	-4	5	8	x	x	x
CCOC(=O)C1CCCN(c2oc(-c3ccc(F)cc3)nc2C#N)C1 (centres undefined)	0	0	9	-2	4	0	-2	-1	1
Cc1ccc(-n2ncc3c(=O)[nH]c(SCC(=O)N4CCCc5ccccc54)nc32)cc1	2	0	4	9	3	5	-4	6	3
COC(C[C@@H](O)C[C@@H](O)[C@H](C)OCc1ccccc1)OC	-4	3	-1	-3	4	6	3	0	0
CSc1ccccc1NC(=O)CN(Cc1ccccc1)S(C)(=O)=O	-2	1	-2	-5	0	-3	-4	-2	-4
COc1cc(C(=O)NCc2cccc(Cl)c2)ccc1OCC(=O)N1CCOCC1	-2	5	4	-2	2	-1	-1	0	-1
COC(=O)c1sc(N)c(C(=O)OC)c1Cn1ncc(Cl)c(Cl)c1=O	-7	2	16	7	11	1	0	6	5
COc1ccc(NC(=S)NCc2ccc3c(c2)OCO3)cc1	-1	10	11	10	-1	5	4	2	1
COc1cccc(/C=N/NC(=O)c2cc3c(OC)ccc(OC)c3[nH]2)c1O	-4	40*	-8	-6	24	29*	42*	-1	27*
O=C(Nc1nnc(-c2ccc3c(c2)CCCC3)o1)C1CCCCC1	1	2	18	10	1	8	-4	-2	4
O=C(NC(=S)Nc1ccccc1)C1CCCCC1	3	0	-2	1	-4	3	3	0	3

Compound activity (PubChem BioAssay)
